KOR beta-arrestin-1: kappa opioid receptor blockers – cell-based, luminescence, uHTS (AID 1778) | KOR beta-arrestin recruitment, luminescence, antagonist mode; higher % means a stronger effect | one-dose inhibition, % at 10 µM; IC50 in µM for titrated hits | 290,000 compounds, 0.091% hits; further: strong numbers were not always called active
ER stress rescue: rescue of cells from ER stress-induced death, primary screen, 384-well, CSM14.1, thapsigargin, ATP luminescence (AID 1222); one-dose cellular ATP content (survival), % at 20 µM; EC50 in µM for titrated hits; 190,000 tested, under 10 active; CSM14.1 thapsigargin-induced death rescue, ATP luminescence; higher % means a stronger effect;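 active means EC50 below 50 µM in the dose-response confirmation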;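 further: death triggered by thapsigargin at about 15 µM added after 2 h compound pretreatment; cell ATP read after overnight thapsigargin exposure of roughly 18 to 22 hours; normalized against plate controls of thapsigargin alone and 5% DMSO vehicle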
Yfh1-depleted yeast: mitochondrial function rescue without frataxin homolog – Friedreich's ataxia, plus single-dose screen, dose response (AID 1465); one-dose fold induction at 50 µM; EC50 in µM for titrated hits; S. cerevisiae Yfh1-off respiration, WST-1 reduction, 72 h; higher fold induction means a stronger effect; 220,000 compounds, 0.074% hits;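 active means fold induction of absorbance versus untreated yeast above a set limit, then at least 30% activation at any dose in follow-up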;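 further: activators that raise dye reduction in frataxin-depleted yeast; strong numbers were not always called active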
NOD1 inhibition: NOD1 signaling inhibitors, primary screen, cell-based, luminescence, uHTS (AID 1578). 290,000 compounds, 1% hits. inhibition, % at 4 µM, or EC50 in µM where a hit was titrated. NOD1-driven NF-kB luciferase reporter cells, luminescence; higher % means a stronger effect; in the data active means inhibition mostly above about 36%, no sharp cut-off; inactive means mostly below about 34%;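 further: HEK-293T reporter cells stimulated with the NOD1 agonist gamma-tri-DAP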
GPR55 activation: selective activators of receptor GPR55 – imaging, U2OS cells, beta-arrestin-GFP redistribution, primary screen (AID 1961); activation, % at 10 µM; hits with a dose series show EC50 in µM; U2OS GPR55 beta-arrestin-GFP redistribution imaging; higher % means a stronger effect; 290,000 compounds, 0.048% hits;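 active means activation above 40% with more than 50 cells counted in the well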;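 further: U2OS osteosarcoma cells stably expressing GPR55 and beta-arrestin-GFP; plate controls were DMSO negative control for no effect and LPI positive control for full effect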
NOD2 inhibition: NOD2 signaling inhibitors, cell-based, luminescence, uHTS, HEK293 (AID 1566) | HEK293 NOD2/NF-kB luciferase reporter, luminescence; higher % means a stronger effect | one-dose inhibition, % at 4 µM; EC50 in µM for titrated hits | 290,000 compounds, 0.63% hits; further: many of its hits are not listed in these tables
TNAP activation fold: stimulation of alkaline phosphatase TNAP activity – biochemical, luminescent, no phosphate acceptor, uHTS, primary screen (AID 1001); purified TNAP, luminescent activation assay, no phosphate acceptor; higher activation fold means a stronger effect; activation fold at 20 µM; hits with a dose series show EC50 in µM; 200,000 compounds, 0.03% hits; in the data active means activation fold from about 3, or a potency from the dose series; inactive means the rest, 99 in 100 with activation fold below about 1.6; further: many of its hits are not listed in these tables
KOR beta-arrestin-2: KOR agonists, beta-arrestin recruitment, primary screen, cell-based, luminescence, uHTS (AID 1777). 280,000 compounds, 0.02% hits. activation, % at 10 µM; hits with a dose series show EC50 in µM. KOR beta-arrestin recruitment, luminescence; higher % means a stronger effect; in the data active means activation above about 50%, passing the limit was not always enough; further: a part of the inactive calls stands beside numbers as strong as those of hits
NTR1 ag: NTR1-driven beta-arrestin-GFP spot formation – imaging, U2OS cells, high content, primary screen (AID 493036); 330,000 compounds, 0.17% hits; activation, % at 20 µM; agonist mode;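 active means activation at or above 40% of the spot to cytoplasm intensity ratio, with at least 20 cells analyzed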;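 further: 0% = DMSO without peptide and 100% = 100 nM NTR1 peptide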
Target sequence (P30989 whole entry, looked up): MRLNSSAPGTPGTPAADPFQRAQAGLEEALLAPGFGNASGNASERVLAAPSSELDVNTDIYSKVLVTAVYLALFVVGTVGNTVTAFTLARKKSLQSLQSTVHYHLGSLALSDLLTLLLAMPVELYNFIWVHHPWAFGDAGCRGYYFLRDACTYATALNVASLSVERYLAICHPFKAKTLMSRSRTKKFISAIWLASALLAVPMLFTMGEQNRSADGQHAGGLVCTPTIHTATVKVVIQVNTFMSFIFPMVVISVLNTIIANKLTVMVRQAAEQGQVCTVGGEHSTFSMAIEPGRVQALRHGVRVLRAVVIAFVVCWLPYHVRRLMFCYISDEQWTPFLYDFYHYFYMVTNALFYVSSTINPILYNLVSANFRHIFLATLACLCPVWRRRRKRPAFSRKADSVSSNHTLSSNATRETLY
NTR1 ag cell count 20 µM: second read-out of NTR1 ag, no call of its own (marks repeat the call); cell count; measured here: cell count, cytotoxicity flag
* = called active by the depositor; i = inactive; . = not tested or not shown; [ ] = remark or other dose. Unless noted, no stated cut-off is given here; in the data, active means inhibition above about 50%; inactive means the rest.

SMILES	KOR beta-arrestin-1	ER stress rescue	Yfh1-depleted yeast	NOD1 inhibition	GPR55 activation	NOD2 inhibition	TNAP activation fold	KOR beta-arrestin-2	NTR1 ag	NTR1 ag cell count 20 µM
O=C(CN1C(=O)C2CCCCC2C1=O)N1CCN(c2ncccn2)CC1 (stereo not drawn)	19%	.	i	1%	-0.2%	10%	.	-0.6%	0.0	69
O=C(CN(Cc1ccccc1)S(=O)(=O)c1ccc(F)cc1)NCCC1=CCCCC1	21%	-1.8%	i	-5%	-0.1%	-7%	1.1	-0.6%	13	79
Cc1onc(-c2ccccc2)c1C(=O)Nc1ccc2c(c1)OCCO2	-39%	0.9%	i	-34%	-0.2%	2%	1	14%	-0.3	68
COC(=O)NCc1ccc(CNC(=O)OC)cc1	14%	-1.4%	i	8%	0.0%	18%	1.1	-2.4%	-0.4	40
NS(=O)(=O)c1ccc(N/C=C\C(=O)c2cccc3ccccc23)cc1	-3%	-2.3%	i	-10%	-0.1%	-6%	1.1	3.1%	1.1	54
CCc1ccc(C(=O)Nc2ccc3nc(C)ccc3c2)cc1	20%	.	.	-15%	0.0%	-40%	.	-1.8%	2.1	73
Cc1ccc(Cn2nnc3c(=O)[nH]c(C4CCN(S(=O)(=O)c5ccc(F)cc5)CC4)nc32)cc1	-18%	1.0%	.	-16%	-0.5%	11%	1	-3.2%	10	53
O=C(CNC(=O)c1ccccc1F)NCCc1ccc(Cl)cc1Cl	-59%	.	.	3%	-0.1%	-2%	.	7.7%	0.7	57
O=C(NC1CCCCCC1)C(=O)NC1CC1	-32%	.	.	-26%	-0.1%	-8%	.	5.3%	1.2	60
CCCCCNC(=O)Cc1ccc(OC)cc1	9%	-3.5%	i	-16%	-0.1%	1%	1.1	-4.3%	-0.6	65
CC1CCC(C(C)C)C(OC(=O)COC(=O)c2ccc(=O)[nH]c2)C1 (stereo not drawn)	-24%	-0.4%	i	-39%	-0.1%	-7%	0.9	0.1%	5.0	71
CC(C)n1c(=S)[nH]c2c1c(=O)[nH]c(=O)n2C	-3%	-1.2%	i	39%	-0.1%	9%	1.1	0.8%	1.0	54
CC(C)CNS(=O)(=O)c1ccc(C(=O)Nc2ccc3c(c2)OCO3)cc1	11%	.	.	-22%	-0.2%	15%	.	-2.7%	1.7	44
CC(C)(C)c1ccc(-c2nc(C#N)c(NCc3cccnc3)o2)cc1	3%	-3.6%	i	-24%	-0.1%	17%	1.1	5.3%	8.8	81
CC(/C=C/c1cccc([N+](=O)[O-])c1)=N\NC(=O)c1ccncc1	17%	-0.2%	i	12%	0.0%	10%	1	-0.6%	-2.0	54
O=C(Cc1ccc(S(=O)(=O)N2CCOCC2)s1)Nc1ccccc1N1CCCC1	-6%	.	.	-12%	-0.1%	10%	.	1.8%	1.6	60
COC(=O)c1ccccc1Sc1c(/C=N/OC(=O)c2ccccc2)c(C(F)(F)F)nn1C	-12%	4.5%	i	-7%	-0.2%	7%	1	.	1.9	37
COc1cccc(CC2(CO)CCCN(Cc3ccc(CN4CCCCC4)s3)C2)c1 (stereo not drawn)	0%	-1.0%	i	-18%	-0.1%	0%	1	-5.7%	-2.1	102
CSc1ccccc1NC(=O)c1ccco1	5%	-0.2%	i	-14%	0.3%	-18%	1.1	0.5%	-1.0	77
CC(C)(C)CN1C(=O)C(=O)NC[C@H]1Cc1ccc(O)cc1	-30%	.	i	11%	-0.1%	-15%	.	3.3%	-1.2	46

Some of the entries above in another layout.
Values in the order: KOR beta-arrestin-1 | ER stress rescue | Yfh1-depleted yeast | NOD1 inhibition | GPR55 activation | NOD2 inhibition | TNAP activation fold | KOR beta-arrestin-2 | NTR1 ag | NTR1 ag cell count 20 µM
> NS(=O)(=O)c1ccc(N/C=C\C(=O)c2cccc3ccccc23)cc1
 : -3% | -2.3% | i | -10% | -0.1% | -6% | 1.1 | 3.1% | 1.1 | 54
> O=C(CNC(=O)c1ccccc1F)NCCc1ccc(Cl)cc1Cl
 : -59% | . | . | 3% | -0.1% | -2% | . | 7.7% | 0.7 | 57
> CCc1ccc(C(=O)Nc2ccc3nc(C)ccc3c2)cc1
 : 20% | . | . | -15% | 0.0% | -40% | . | -1.8% | 2.1 | 73
> CC(C)(C)CN1C(=O)C(=O)NC[C@H]1Cc1ccc(O)cc1
 : -30% | . | i | 11% | -0.1% | -15% | . | 3.3% | -1.2 | 46
> Cc1onc(-c2ccccc2)c1C(=O)Nc1ccc2c(c1)OCCO2
 : -39% | 0.9% | i | -34% | -0.2% | 2% | 1 | 14% | -0.3 | 68

Next section
SMILES	KOR beta-arrestin-1	ER stress rescue	Yfh1-depleted yeast	NOD1 inhibition	GPR55 activation	NOD2 inhibition	TNAP activation fold	KOR beta-arrestin-2	NTR1 ag	NTR1 ag cell count 20 µM
Cc1sc2ncn(CC(=O)NCC(=O)N(C)Cc3ccccc3)c(=O)c2c1C	-1%	1.0%	i	-12%	-0.2%	16%	1.1	0.6%	-0.3	56
C=CCn1c(-c2ccc(C)cc2)nc2ccccc21	2%	-1.6%	i	-31%	-0.1%	-11%	1.2	-0.2%	1.5	73
COc1cccc2c(=O)n(CC(=O)Nc3ccccc3)ccc12	14%	.	i	-14%	0.8%	7%	1.1	-1.2%	-3.0	56
CCOc1ccc(C(=O)NCC(=O)OC(C)C(=O)NCc2ccco2)cc1OCC (stereo not drawn)	18%	-0.8%	i	-4%	-0.2%	9%	1.2	1.2%	2.1	42
O=C(Nc1nccs1)c1cc([N+](=O)[O-])ccc1Cl	-6%	.	.	-41%	-0.1%	9%	.	-4.9%	0.7	59
COc1ccccc1OCCNC(=O)CN(c1cccc(C)c1)S(=O)(=O)c1ccccc1	42%	.	.	13%	-0.1%	6%	.	-7.5%	1.1	65
CCOC(=O)C1(Cc2ccccc2C)CCCN(S(C)(=O)=O)C1 (stereo not drawn)	-13%[20 µM]	.	.	-21%	0.6%	-10%	.	-4.1%	1.0	67
COc1ccc(N(CC(=O)NCCSc2ccc(C)cc2)S(=O)(=O)c2ccccc2)c(OC)c1	-11%	.	.	41%	-0.1%	-14%	.	-2.4%	9.7	41
O=C(CCc1c[nH]c2ccccc12)NCCc1ccccc1	-27%	.	.	-27%	-0.1%	-10%	.	0.3%	0.1	45
CC(C(=O)NC1CC(C)(C)NC(C)(C)C1)c1ccc([N+](=O)[O-])cc1 (stereo not drawn)	3%	-0.4%	i	-26%	0.3%	-6%	1	-4.5%	0.1	74
Cc1cnc(NC(=O)CSc2nnc(-c3ccccc3)o2)s1	-4%	0.5%	i	-36%	0.0%	-48%	1	-0.1%	1.8	64
COc1ccc(C2(CNC(=O)C(c3ccccc3)c3ccccc3)CCOCC2)cc1OC	-24%	-0.7%	i	-54%	-0.3%	3%	1	-1.5%	3.3	42
Cc1nn(-c2ccc(Cl)c(Cl)c2Cl)c(=O)c2ccccc12	9%	-2.9%	i	6%	0.2%	22%	1.1	1.0%	2.9	53
O=C(Nc1cccc([N+](=O)[O-])c1)c1ccc2nsnc2c1	-3%	.	.	9%	0.3%	36%	.	-3.0%	1.1	52
COc1ccc(NC(=O)c2cc3ccccc3o2)cn1	-20%[20 µM]	.	.	-40%	-0.2%	-35%	.	-2.1%	-0.7	54
Cc1cc(C(=O)NC(C)c2ccc3c(c2)OCO3)cs1 (stereo not drawn)	-7%	-0.7%	i	-14%	-0.4%	-13%	1.1	-3.8%	1.0	73
COc1ccc(N2CCN(CCCNC(=O)c3cc4sccc4n3C)CC2)cc1	3%	-0.2%	i	-21%	0.4%	17%	1.2	-2.1%	0.6	87
COc1ccc(C(=O)NCc2nnc(SCC(=O)NO)n2Cc2ccccc2)cc1	-8%	2.7%	i	-23%	0.2%	0%	1.1	-2.0%	0.5	62
CC(C)CC1Nc2ccc(C(=O)NCc3ccc4c(c3)OCO4)cc2NC1=O (stereo not drawn)	-6%	.	.	-27%	-0.1%	7%	.	-1.9%	2.3	47
CC(=O)c1ccc(C(=O)Nc2ccc3c(c2)C(=O)NC3=O)cc1	7%[20 µM]	.	.	-28%	-0.1%	-9%	.	0.0%	0.8	58
CC(=O)c1sc(C(C)(C)C)cc1NC(=O)/C=C/C(=O)O	28%	.	i	-1%	0.3%	9%	.	2.6%	0.3	40
O=[N+]([O-])c1ccccc1Nc1ccc(O)cc1	5%[20 µM]	-0.4%	i	-18%	-0.1%	4%	0.8	-2.9%	1.1	50
O=C(Cn1cc2c(n1)CCCC2)N1CCCC1	21%	1.6%	i	-6%	0.3%	8%	1.2	-2.6%	3.1	56
COc1ccccc1NC(=O)CC1CCCC1	2%	.	.	-18%	0.3%	1%	.	-3.1%	2.5	49

3 entries from above, field by field:
CC(=O)c1sc(C(C)(C)C)cc1NC(=O)/C=C/C(=O)O
  KOR beta-arrestin-1 = 28%	ER stress rescue = .	Yfh1-depleted yeast = i	NOD1 inhibition = -1%	GPR55 activation = 0.3%	NOD2 inhibition = 9%	TNAP activation fold = .	KOR beta-arrestin-2 = 2.6%	NTR1 ag = 0.3	NTR1 ag cell count 20 µM = 40
O=[N+]([O-])c1ccccc1Nc1ccc(O)cc1
  KOR beta-arrestin-1 = 5%[20 µM]	ER stress rescue = -0.4%	Yfh1-depleted yeast = i	NOD1 inhibition = -18%	GPR55 activation = -0.1%	NOD2 inhibition = 4%	TNAP activation fold = 0.8	KOR beta-arrestin-2 = -2.9%	NTR1 ag = 1.1	NTR1 ag cell count 20 µM = 50
O=C(Cn1cc2c(n1)CCCC2)N1CCCC1
  KOR beta-arrestin-1 = 21%	ER stress rescue = 1.6%	Yfh1-depleted yeast = i	NOD1 inhibition = -6%	GPR55 activation = 0.3%	NOD2 inhibition = 8%	TNAP activation fold = 1.2	KOR beta-arrestin-2 = -2.6%	NTR1 ag = 3.1	NTR1 ag cell count 20 µM = 56

Screening data (PubChem)

Only part of the results is shown; the hit share may differ from the screen's.
